Source: PubChem (several laboratories)
NCOA2 inhibitor = human SRC2 (NCOA2) inhibition; Q15596; HEK293 GAL4-SRC2 luciferase reporter, luminescence; inhibition, % at 9 µM; actives 0.17% (n = 370,000);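 active means inhibition above the mean inhibition of all tested compounds plus 3 SD, set per campaign, cut at about 52% in these data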;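 further: 0% = DMSO treated cells and 100% = cells given Gossypol at 36 µM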
TROY NFkB inh = TROY signaling inhibition; Q293 LMP1-TROYcd NF-kB luciferase reporter, 4 h; inhibition, % at 10 µM; actives 0.98% (n = 360,000); AID 1347056;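 active means compounds whose plate-normalised and pattern-corrected inhibition of the luciferase reporter signal at the single screening dose is 50% or more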
TWEAK Fn14 block = TWEAK-Fn14 signaling inhibition. TWEAK-stimulated Fn14 reporter cells, luciferase luminescence, 8 h. inhibition, % at 10 µM. actives 2% (n = 360,000). AID 1159606; in the data active means inhibition above about 50%
NOD2-RIPK2 inh = NOD2-RIPK2 protein interaction inhibition; CHO BLA complementation NOD2-RIPK2, CCF4 ratio; inhibition, % at 4.98 µM; actives 0.38% (n = 360,000); in the data active means inhibition above about 21%;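 further: 0% = vehicle only and 100% = reference blocker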
SRC1 inh = human NCOA1 inhibition; HEK293 GAL4-SRC1 luciferase reporter, luminescence; inhibition, % at 3.6 µM; actives 0.12% (n = 360,000);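 active means inhibition above the campaign mean plus 3 SD, with each screening campaign given its own cutoff, cut at about 60% in these data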;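 further: 0% = DMSO treated cells and 100% = gossypol at 36 µM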
TRAIL sens C8 = sensitizes caspase-8 expressing cells to TRAIL | NB7+C8 cells + TRAIL, ATPlite viability luminescence | inhibition (viability loss, TRAIL sensitization), % at 10 µM | actives 1% (n = 360,000);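 active means compounds causing at least 50% loss of cell viability in the single-dose screen, relative to plate controls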
SRC3 inh = inhibits human SRC3 coactivator | HEK293 GAL4-SRC3 luciferase reporter, luminescence | inhibition, % at 3.6 µM | actives 0.17% (n = 360,000) | AID 588352;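 active means inhibition above a per-campaign cutoff, the mean of all compounds plus 3 SD, cut at about 60% in these data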;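 further: 0% = DMSO-treated cells and 100% = gossypol-treated cells at 36 µM; higher means less SRC3-driven luciferase light from the GAL4 reporter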
Target sequence (Q9Y6Q9 whole entry, looked up, the tested form may be a part): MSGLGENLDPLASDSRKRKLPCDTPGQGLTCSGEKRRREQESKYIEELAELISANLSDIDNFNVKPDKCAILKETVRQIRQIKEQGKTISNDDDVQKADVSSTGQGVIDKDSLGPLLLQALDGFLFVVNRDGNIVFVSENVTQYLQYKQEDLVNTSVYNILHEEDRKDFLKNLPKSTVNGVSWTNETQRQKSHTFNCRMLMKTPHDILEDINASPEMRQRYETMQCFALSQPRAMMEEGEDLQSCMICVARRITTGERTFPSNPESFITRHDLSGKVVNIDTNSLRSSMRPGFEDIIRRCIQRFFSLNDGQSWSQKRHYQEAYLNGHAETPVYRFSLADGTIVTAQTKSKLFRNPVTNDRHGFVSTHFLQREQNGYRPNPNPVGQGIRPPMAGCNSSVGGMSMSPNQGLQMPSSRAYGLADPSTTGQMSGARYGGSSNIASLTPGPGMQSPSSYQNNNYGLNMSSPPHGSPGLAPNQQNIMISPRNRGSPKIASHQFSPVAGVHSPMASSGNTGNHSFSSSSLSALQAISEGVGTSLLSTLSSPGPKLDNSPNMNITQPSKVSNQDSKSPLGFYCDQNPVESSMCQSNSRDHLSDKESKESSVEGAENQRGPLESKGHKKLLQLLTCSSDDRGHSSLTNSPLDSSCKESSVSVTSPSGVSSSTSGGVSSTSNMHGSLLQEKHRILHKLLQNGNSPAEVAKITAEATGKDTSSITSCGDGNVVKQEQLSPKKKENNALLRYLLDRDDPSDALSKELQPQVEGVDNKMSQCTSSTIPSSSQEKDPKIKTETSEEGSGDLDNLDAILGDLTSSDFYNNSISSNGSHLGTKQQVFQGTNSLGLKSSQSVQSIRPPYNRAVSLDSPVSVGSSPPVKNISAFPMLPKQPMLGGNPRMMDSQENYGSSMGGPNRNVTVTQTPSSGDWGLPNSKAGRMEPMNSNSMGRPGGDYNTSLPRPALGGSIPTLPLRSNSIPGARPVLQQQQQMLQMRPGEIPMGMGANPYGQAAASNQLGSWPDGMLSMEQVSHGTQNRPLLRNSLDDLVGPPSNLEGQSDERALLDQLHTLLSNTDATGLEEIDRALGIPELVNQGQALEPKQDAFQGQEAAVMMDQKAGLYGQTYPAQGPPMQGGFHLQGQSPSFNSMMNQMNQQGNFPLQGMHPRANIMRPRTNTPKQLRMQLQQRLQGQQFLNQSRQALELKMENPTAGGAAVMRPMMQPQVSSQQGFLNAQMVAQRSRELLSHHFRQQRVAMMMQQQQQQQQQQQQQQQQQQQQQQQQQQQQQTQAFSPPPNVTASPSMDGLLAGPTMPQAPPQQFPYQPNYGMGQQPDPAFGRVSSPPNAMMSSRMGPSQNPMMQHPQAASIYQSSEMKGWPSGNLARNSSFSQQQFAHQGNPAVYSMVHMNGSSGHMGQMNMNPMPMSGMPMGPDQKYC
TLR9-MyD88 block = inhibitors of human TLR9-MyD88 binding; inhibition, % at 4.98 µM; AID 504734; Q9NR96+Q99836; actives 0.21% (n = 340,000); CHO BLA complementation TLR9-MyD88, CCF4 FRET ratio;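 active means inhibition above the mean over all tested compounds plus 3 SD, cut at about 21% in these data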;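 further: 0% = DMSO only wells and 100% = clavulanate BLA inhibitor control wells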
COUP-TFII inh = NR2F2 (human) inhibition, primary screen. actives 0.7% (n = 370,000). inhibition, % at 8.6 µM. HEK293T NGFI-A luciferase reporter, luminescence;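 active means inhibition above a per-plate cutoff, mean inhibition of test wells between control levels plus 3 SD, cut at about 38% in these data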;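 further: cells cotransfected with COUP-TFII expression vector driving the NGFI-A reporter; 0% = median of COUP-TF2 test wells and 100% = reporter-only cells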
LRH-1 inv ag = inverse agonists of human LRH-1 (NR5A2); O00482; HEK293T StAR-luciferase reporter, LRH-1 transfected, 24 h; inhibition, % at 3.6 µM; actives 0.13% (n = 360,000);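 active means inhibition above the mean inhibition of all tested compounds plus 3 SD, cut at about 73% in these data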;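 further: 0% = DMSO wells and 100% = reporter-only cells lacking LRH-1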
LMP1 NFkB inh = reduces LMP1-driven NF-kappaB luciferase signal; actives 0.69% (n = 350,000); inhibition, % at 12.5 µM; LMP1-induced NF-kappaB luciferase reporter cells, luminescence; in the data active means inhibition above about 41%;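 further: 0% = neutral control wells and 100% = reference inhibitor control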
* marks the source's active call; other numbers are inactive results; · = no result given.

Molecule	TLR9-MyD88 block	TWEAK Fn14 block	LRH-1 inv ag	NOD2-RIPK2 inh	SRC1 inh	COUP-TFII inh	NCOA2 inhibitor	TROY NFkB inh	LMP1 NFkB inh	TRAIL sens C8	SRC3 inh
CCP(=O)(c1cccc([N+](=O)[O-])c1)c1cccc([N+](=O)[O-])c1	7	11	7	2	-50	7	17	2	3	0	11
COc1ccc(S(=O)(=O)CCC(=O)Nc2cc(C)ccc2OC)cc1	-6	5	-8	1	7	-2	8	13	-2	-15	6
CN1CCN(c2cc(-c3ccccc3)nc3cc(-c4ccc(F)cc4)nn23)CC1	-1	24	-2	6	1	-9	8	15	-1	2	20
Cn1nc([N+](=O)[O-])nc1Oc1ccccc1	6	14	-1	-7	15	6	-10	6	12	-9	0
COc1ccc(C)cc1NC(=O)c1ccc(CN2CCc3ccccc3C2)cc1	0	-6	26	-7	-7	10	6	-6	3	-2	2
COc1ccc(NC(=O)c2c3c(nc4ccccc24)CCN(Cc2ccccc2)C3)c(OC)c1	-1	49	-4	-12	1	0	-14	6	-2	2	6
CS(=O)(=O)c1cccc(NC(=O)C2CC2)c1	-11	6	-5	-6	6	-22	-20	4	-3	-3	2
CN1CC(c2ccccc2)C2(COc3ccccc3C2=O)C12C(=O)Nc1ccccc12 (stereo unspecified)	6	27	1	5	5	-12	5	11	-1	2	8

Next part; the last 2 above are carried over.
Molecule	TLR9-MyD88 block	TWEAK Fn14 block	LRH-1 inv ag	NOD2-RIPK2 inh	SRC1 inh	COUP-TFII inh	NCOA2 inhibitor	TROY NFkB inh	LMP1 NFkB inh	TRAIL sens C8	SRC3 inh
CS(=O)(=O)c1cccc(NC(=O)C2CC2)c1	-11	6	-5	-6	6	-22	-20	4	-3	-3	2
CN1CC(c2ccccc2)C2(COc3ccccc3C2=O)C12C(=O)Nc1ccccc12 (stereo unspecified)	6	27	1	5	5	-12	5	11	-1	2	8
O=C(/C=C/c1ccc([N+](=O)[O-])cc1)OCC(=O)N1CCOCC1	-1	12	11	6	8	-1	-1	-2	1	-12	5
O=C(CSc1ccc(Cl)cc1)Nc1ccccc1	2	-7	-34	-18	-38	-28	-11	-35	-6	-16	-38
OC[C@@H]1CCCN1Cc1cn(-c2ccccc2)nc1-c1ccc2c(c1)OCO2	-3	-11	-2	-15	13	-8	-1	-27	-1	14	15
Cc1cccc(C(=O)Nc2ccccc2C(=O)OCc2c(C)noc2C)c1	-11	6	0	-7	13	-19	12	-7	3	13	4
CCCn1cc(S(=O)(=O)c2ccc(F)cc2)c(=O)c2cc(OCC)ccc21	-20	25	-19	-6	2	12	2	-7	2	-3	-30
Cc1cccn2c(=O)nc(SCC(=O)NCCc3ccccc3)nc12	-7	6	-4	3	9	10	11	-14	6	-25	-13
CN1CCN(C=Nc2nc3ccccc3nc2N2CCCC2)CC1	-4	7	-13	-7	-11	8	2	0	-6	1	3
CC(=O)N(c1ccc(Cl)cc1)c1c[nH]c2ccccc12	12	5	36	-4	13	14	-4	9	-8	-16	9

Next section:
Molecule	TLR9-MyD88 block	TWEAK Fn14 block	LRH-1 inv ag	NOD2-RIPK2 inh	SRC1 inh	COUP-TFII inh	NCOA2 inhibitor	TROY NFkB inh	LMP1 NFkB inh	TRAIL sens C8	SRC3 inh
COC(=O)c1ccc(Oc2nc3ccccc3n3c(C)nnc23)cc1	2	-7	-9	-5	-12	-20	-11	-5	8	9	11
CSc1oc(-c2cccs2)nc1S(=O)(=O)c1ccccc1	1	19	-11	2	-2	-11	-18	4	-13	-16	-14
C#CCN(C[C@@H]1[C@@H](OC(=O)NCc2ccccc2F)[C@@H](OC(=O)NCc2ccccc2F)CN(C(=O)OC(C)C)N1C(=O)OC(C)C)S(=O)(=O)c1ccc(C)cc1	-1	6	5	-13	-3	7	-3	5	-27	-8	4
Fc1cccc(Cc2c(-c3ccccc3)nc3ccc(Cl)cn23)c1	·	-2	-62	7	-30	-34	-74	-27	·	-3	-44
CCOc1ccc(NS(=O)(=O)c2ccc(NS(=O)(=O)c3ccc(SC)cc3)cc2)cc1	2	20	13	-7	-22	17	2	10	13	-12	9
CC(C)CNC(=O)C(=O)NNC(=O)c1ccco1	·	-1	-14	-9	-10	7	13	6	-6	-7	11
CCOc1nc(Nc2cc(Cl)ccc2OC)nc(OCC)n1	-2	22	11	-7	-11	8	-53	-18	5	3	6
Cc1ccccc1NC(=O)Cn1cc(C(=O)C2CC2)c2ccccc21	-9	-2	19	-4	5	25	-24	-10	-8	-6	-6

Following part
Molecule	TLR9-MyD88 block	TWEAK Fn14 block	LRH-1 inv ag	NOD2-RIPK2 inh	SRC1 inh	COUP-TFII inh	NCOA2 inhibitor	TROY NFkB inh	LMP1 NFkB inh	TRAIL sens C8	SRC3 inh
COc1ccc(OCC(=O)OCC(=O)NC2CCCC2)cc1	-3	24	0	0	5	-13	6	-10	0	-12	3
CC(=O)c1cnc2c(-c3ccccc3)c(C)nn2c1C	14	7	-47	2	-45	2	14	10	-17	9	5
O=C(NCc1ccc2c(c1)OCO2)C1COc2ccccc2O1 (stereo unspecified)	-8	-14	-32	-3	-3	-35	-5	-21	-16	18	3
CCOc1ccc2nc(SCC(=O)NC3CC3)sc2c1	-6	-11	-38	3	-52	-25	-45	-22	1	-8	-14
CCOC(=O)C1CCCN(CC(=O)Nc2c(F)c(F)c(F)c(F)c2F)C1 (stereo unspecified)	0	-1	6	10	-12	5	-9	18	-1	19	-22
CCC(=O)Nc1ccc(S(=O)(=O)NCC2CCCO2)cc1 (stereo unspecified)	2	18	17	0	-2	-3	-8	0	-11	0	13
Cn1c(SCC(=O)NCc2ccc3c(c2)OCO3)nnc1-c1cccs1	-1	2	-8	-4	-4	5	-10	-8	-17	10	3
Cc1ccccc1C(=O)NC(=S)Nc1ncccn1	-1	-14	-48	1	-19	-40	-58	-6	-5	5	-45

(more compounds)
Molecule	TLR9-MyD88 block	TWEAK Fn14 block	LRH-1 inv ag	NOD2-RIPK2 inh	SRC1 inh	COUP-TFII inh	NCOA2 inhibitor	TROY NFkB inh	LMP1 NFkB inh	TRAIL sens C8	SRC3 inh
Cc1cccc(C)c1NC(=O)CN(C)CC(=O)Nc1ccccc1Br	5	-1	-10	0	-23	-7	7	9	5	4	-3
CCOCCCNC(=O)CSc1ccccc1	-9	1	14	-3	-4	-6	-11	-3	7	-5	0
CCC(=O)OCCn1c(=O)c2ccccc2c2ccccc2c1=O	-9	-4	1	1	8	-1	-38	9	-1	-1	6
Cc1ccc(C(=O)NCC(=O)OCCOc2ccccc2Cl)cc1	10	-41	-12	-10	-6	-12	-47	-36	-5	-20	8
COc1ccc(CCNC(=O)CSc2nnc(-c3cccc(F)c3)o2)cc1OC	-4	-12	-40	-7	0	-11	4	-1	2	-8	5
COc1ccc(-c2cc([C@H]3[C@@H]4C=CCC[C@@]4(C)C(=O)N3Cc3ccccc3)ccc2F)cc1OC	-1	-9	14	0	3	14	-14	-1	16	-1	9
C=CCc1ccccc1OCC(=O)O	3	4	-12	-4	-12	0	-14	-16	-24	-27	3
CC/C(=C/c1sc2ccccc2[n+]1CC)SC	-10	45	5	2	10	-2	5	3	-3	-6	10

Remaining list, next part.
Molecule	TLR9-MyD88 block	TWEAK Fn14 block	LRH-1 inv ag	NOD2-RIPK2 inh	SRC1 inh	COUP-TFII inh	NCOA2 inhibitor	TROY NFkB inh	LMP1 NFkB inh	TRAIL sens C8	SRC3 inh
COc1c2c(c(OC)c3ccccc13)[C@]1(OC2)O[C@H](CCO)C[C@H](O)[C@H]1O	·	2	11	6	12	-5	-18	4	·	0	-8
CN1CCN(c2ccc(S(=O)(=O)N3CCCCC3)cn2)CC1	-9	35	-12	4	4	0	-6	-9	-4	-9	2
Cc1ccccc1N(CC(=O)NC1CCCC1)C(=O)CS(=O)CC(=O)Nc1ccc2c(c1)OCO2 (stereo unspecified)	-4	-2	13	3	-12	7	-22	-9	6	-5	2
CCOC(=O)c1cc(C#N)c(Nc2ccccc2OC)nc1C(F)(F)F	1	-1	3	0	8	-1	-16	5	4	22	8
O=C(Nc1cccc(F)c1)NC1CCCc2ccccc21 (stereo unspecified)	5	-9	-9	-10	3	-14	-1	-27	9	14	6
O[C@@H]1CN(Cc2cccs2)[C@@H](c2ccccc2)C[C@H]1n1cc(C2CC2)nn1	-2	-12	2	-1	5	-7	-23	-20	4	-12	-1
COc1ccc([N+](=O)[O-])cc1-c1nc2ccccc2nc1-c1ccccc1	-8	0	7	-12	3	15	-28	-25	7	-6	-12
COc1ccc(CC(=O)N/N=C/c2cccs2)cc1OC	1	7	5	1	5	-13	5	-21	5	35	-1

(list continues)
Molecule	TLR9-MyD88 block	TWEAK Fn14 block	LRH-1 inv ag	NOD2-RIPK2 inh	SRC1 inh	COUP-TFII inh	NCOA2 inhibitor	TROY NFkB inh	LMP1 NFkB inh	TRAIL sens C8	SRC3 inh
O=C(CSc1nc2ncccc2[nH]1)NCCc1ccccc1	5	15	-19	-1	14	-12	-32	-3	2	-2	-29
O=C(O)C1CCCN(CCC=C(c2ccccc2)c2ccccc2)C1 (stereo unspecified)	4	-2	2	-5	-6	2	-6	0	8	-3	-1
O=C(CN1CCc2ccccc2C1)Nc1ccc(F)cc1	-10	-6	-20	3	-9	-6	-7	10	0	0	-11
O=C(O)c1ccc(COCC(F)(F)F)cc1	0	34	-5	0	14	4	4	2	-7	2	-5
Cc1ccc(/C(N)=N/OC(=O)C23CC4CC(CC(C4)C2)C3)cc1	5	8	8	-10	-24	-6	-19	38	-41	88*	-1
Cc1cn(S(=O)(=O)c2ccccc2[N+](=O)[O-])cn1	0	9	7	-4	-17	-12	1	3	0	-4	8
Cc1ccc(C)c(C(=O)N(C)CC(=O)Nc2ccccc2C(F)(F)F)c1	-3	5	-3	-1	-18	-2	-4	-11	-7	-7	9
COCCNC(=O)C(c1ccc(C)o1)N(CCOC)C(=O)Cn1nnc2ccccc21 (stereo unspecified)	9	2	9	-15	-2	13	7	15	3	1	3

By substructure, those above containing an aryl thioether with sulfur outside any ring
Molecule	TLR9-MyD88 block	TWEAK Fn14 block	LRH-1 inv ag	NOD2-RIPK2 inh	SRC1 inh	COUP-TFII inh	NCOA2 inhibitor	TROY NFkB inh	LMP1 NFkB inh	TRAIL sens C8	SRC3 inh
O=C(CSc1ccc(Cl)cc1)Nc1ccccc1	2	-7	-34	-18	-38	-28	-11	-35	-6	-16	-38
Cc1cccn2c(=O)nc(SCC(=O)NCCc3ccccc3)nc12	-7	6	-4	3	9	10	11	-14	6	-25	-13
CSc1oc(-c2cccs2)nc1S(=O)(=O)c1ccccc1	1	19	-11	2	-2	-11	-18	4	-13	-16	-14
CCOc1ccc(NS(=O)(=O)c2ccc(NS(=O)(=O)c3ccc(SC)cc3)cc2)cc1	2	20	13	-7	-22	17	2	10	13	-12	9
CCOc1ccc2nc(SCC(=O)NC3CC3)sc2c1	-6	-11	-38	3	-52	-25	-45	-22	1	-8	-14
Cn1c(SCC(=O)NCc2ccc3c(c2)OCO3)nnc1-c1cccs1	-1	2	-8	-4	-4	5	-10	-8	-17	10	3
CCOCCCNC(=O)CSc1ccccc1	-9	1	14	-3	-4	-6	-11	-3	7	-5	0
COc1ccc(CCNC(=O)CSc2nnc(-c3cccc(F)c3)o2)cc1OC	-4	-12	-40	-7	0	-11	4	-1	2	-8	5
O=C(CSc1nc2ncccc2[nH]1)NCCc1ccccc1	5	15	-19	-1	14	-12	-32	-3	2	-2	-29

Not all compounds are listed, so the mix of outcomes need not match the whole.
